NALP3 yeast inh – NALP3 inflammasome inhibitors in reconstituted yeast, primary screen, luminescence, uHTS; AID 2825, 2010; Yeast reconstituted NLRP3/ASC/caspase-1, beta-gal luminescence, 24 h; hit rate 0.39% among 330,000; inhibition, % at 10 µM;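 active = inhibition of 50% or more; inactive = inhibition below 50%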;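 note: plate controls were induced DMSO wells for no effect and uninduced yeast grown without galactose for full effect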
HKDC1 inhibitor – HKDC1 hexokinase inhibitors, primary screen, biochemical, fluorescence, uHTS. Q2TB90. hit rate 0.16% among 340,000. inhibition, % at 20 µM. recombinant HKDC1, G6PDH/diaphorase resazurin coupled fluorescence;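 active = inhibition above about 35% when tested at 20 µM, limit read from the data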;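 note: plate controls were DMSO wells with enzyme for no effect and DMSO wells lacking enzyme for full effect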
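Assay system: in-house recombinant HK5 (HKDC1) enzyme. Input: HKDC1 at 5 µg/mL. Medium: Tris pH 8.0 buffer with MgCl2, Tween-20, BSA, BME. Dosing: single 20 µM dose. Schedule: 90 min reaction incubation at room temperature, dark. Signal: resazurin-to-resorufin fluorescence via G6PDH and diaphorase coupling, 525/613 nm. Controls: DMSO-enzyme wells negative, buffer-substituted wells positive.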
SENP8 block-1 – human SENP8 protease inhibitors, primary screen, biochemical, fluorescence, Nedd8 protein substrate, uHTS; hit rate 0.64% among 360,000; inhibition, % at 20 µM; Sentrin-specific protease 8 (Homo sapiens), Q96LD8; recombinant SENP8; AID 602440, 2012; in the data active = inhibition mostly above about 40%, no sharp cut-off; inactive = mostly below about 27%
Target sequence (Q96LD8 whole entry, looked up): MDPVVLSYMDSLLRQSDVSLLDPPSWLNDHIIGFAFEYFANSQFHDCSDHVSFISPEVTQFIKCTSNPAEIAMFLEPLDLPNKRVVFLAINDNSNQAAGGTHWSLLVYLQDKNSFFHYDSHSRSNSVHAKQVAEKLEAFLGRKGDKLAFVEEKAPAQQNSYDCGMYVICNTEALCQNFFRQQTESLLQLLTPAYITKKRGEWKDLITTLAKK
SENP7 block – SENP7 protease inhibitors, primary screen, biochemical, luminescence, uHTS; Sentrin-specific protease 7 (Homo sapiens), Q9BQF6; recombinant SENP7, Z-RLRGG-aminoluciferin luminescence, 40 min; inhibition, % at 5 µM; hit rate 1.5% among 330,000;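 active = inhibition above about 50% at the single test dose, limit read from the data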;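 note: plate controls were DMSO with enzyme for no effect and no enzyme buffer wells for full effect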
Target sequence (Q9BQF6 706-1050 limits assumed): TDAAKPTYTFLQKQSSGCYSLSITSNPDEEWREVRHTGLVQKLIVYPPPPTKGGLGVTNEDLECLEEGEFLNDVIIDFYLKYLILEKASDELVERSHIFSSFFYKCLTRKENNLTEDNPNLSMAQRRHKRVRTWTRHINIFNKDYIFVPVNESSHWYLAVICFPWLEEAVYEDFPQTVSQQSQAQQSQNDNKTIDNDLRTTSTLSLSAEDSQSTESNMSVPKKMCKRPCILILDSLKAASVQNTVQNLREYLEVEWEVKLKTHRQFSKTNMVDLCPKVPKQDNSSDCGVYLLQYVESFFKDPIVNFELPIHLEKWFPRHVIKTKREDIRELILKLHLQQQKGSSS
PfGluPho inh – PfG6PD enzyme inhibitors, primary screen, biochemical, fluorescence intensity, uHTS; AID 504690, 2011; inhibition, % at 20 µM; hit rate 0.78% among 350,000; PfGluPho enzyme, NADPH resazurin-diaphorase fluorescence; glucose-6-phosphate dehydrogenase-6-phosphogluconolactonase (Plasmodium falciparum 3D7);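 active = inhibition reaching at least a set limit at 20 µM in the primary screen, cut at about 59% in these data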;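 note: 0% = DMSO wells with substrate and 100% = DMSO wells lacking glucose-6-phosphate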
SENP8 block-2 – SENP8 protease inhibitors, primary screen, biochemical, luminescence; Sentrin-specific protease 8 (Homo sapiens), Q96LD8; purified SENP8, Z-RLRGG-aminoluciferin cleavage; inhibition, % at 10 µM; hit rate 1.2% among 330,000; AID 2540, 2010; in the data active = inhibition above about 50%
SENP6 block – SENP6 protease inhibitors, primary screen, biochemical, luminescence, uHTS | Sentrin-specific protease 6 (Homo sapiens), Q9GZR1 | inhibition, % at 10 µM | hit rate 1.8% among 330,000 | Recombinant SENP6 catalytic domain, aminoluciferin luminescence;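 active = inhibition above about 50% at the single tested dose, limit read from the data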;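 note: plate controls were DMSO wells with enzyme for no effect and DMSO wells lacking enzyme for full effect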
Apaf-1 inh – inhibitors of human Apaf-1 apoptosome, primary screen, biochemical, DEVD-Rh110 fluorescence, uHTS. Apoptotic protease-activating factor 1 (Homo sapiens), O14727. reconstituted apoptosome caspase-3 activity. inhibition, % at 20 µM. hit rate 0.71% among 330,000. AID 489030, 2010; active = inhibition of at least 40% at 20 µM;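 note: plate controls were DMSO wells for no effect and DEVD-CHO caspase inhibitor wells for full effect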
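Assay system – apoptosome proteins · Medium – Hepes buffer, pH 7.5 · Also added – cytochrome c with DEVD-Rh110 · Timing – 30 min compound preincubation, 50 min activation, room temperature · Detection – Rh110 fluorescence, excitation 480 nm, emission 540 nm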
SENP1 FRET inh – human SENP1 catalytic domain inhibitors, primary screen, biochemical, FRET, uHTS | hit rate 0.21% among 360,000 | recombinant SENP1 catalytic domain, CyPet-SUMO1-YPet FRET cleavage | Sentrin-specific protease 1 (Homo sapiens), Q9P0U3 | inhibition, % at 10 µM;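 active = inhibition at least 30% at 10 µM, raw YFP signal under a set limit, fluorescence ratio 0.5 to 1.5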;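 note: 0% = enzyme with DMSO and 100% = no enzyme wells; some results filed as inactive read as strong as hits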
Target sequence (Q9P0U3 419-644 limits assumed): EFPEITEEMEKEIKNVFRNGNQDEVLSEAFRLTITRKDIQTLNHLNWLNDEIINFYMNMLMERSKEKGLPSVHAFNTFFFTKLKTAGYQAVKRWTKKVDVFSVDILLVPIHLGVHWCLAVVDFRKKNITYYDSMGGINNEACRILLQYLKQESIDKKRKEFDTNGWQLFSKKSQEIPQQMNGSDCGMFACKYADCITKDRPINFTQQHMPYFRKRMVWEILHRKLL
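Controls: no-enzyme wells low, DMSO-plus-enzyme wells high control. Test system: human recombinant His6-tagged SENP1 catalytic domain enzyme. Reagent: SFCypet-SUMO1-SFYpet FRET protein substrate, 25 nM final. Doses: one dose per compound, 10 µM, 0.5% DMSO. Detection: FRET, CFP and YFP emission. Timing: 50 min reaction at room temperature.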
The depositor's hits bear a star; / = not tested or not shown.

SMILES	NALP3 yeast inh	HKDC1 inhibitor	SENP8 block-1	SENP7 block	PfGluPho inh	SENP8 block-2	SENP6 block	Apaf-1 inh	SENP1 FRET inh
Cc1cc(F)ccc1S(=O)(=O)N1CCCOC1CNC(=O)C(=O)NCc1ccccn1 (stereo not given)	11	0	1	0	-6	-1	-3	-3	1
N=c1c(S(=O)(=O)c2ccc(Cl)cc2)cc2c(=O)n3ccccc3nc2n1CCc1ccccc1	9	/	-104	-1	/	-12	-11	7	-20
CCOC(=O)NC(=O)C(=CNc1ccccc1C)C(=O)NC(=O)OCC	7	-1	16	0	-7	2	-14	-20	-3
CCN(CC)S(=O)(=O)c1cc(OCC(N)=O)c(C)cc1Cl	9	1	22	-1	-7	-2	1	0	-3
CCOC(=O)c1c(NC(=O)C[n+]2ccccc2)sc2c1CCCC2	-3	3	-10	-2	0	-12	-30	1	3
CC1(C(=O)CSc2ncn[nH]2)CCC(=O)O1 (stereo not given)	-3	/	/	-6	/	-6	-6	-23	/
Cc1ccc(-n2ncc(C(=O)NCC3CCN(C4CCCC4)C3)c2C2CCN(C(=O)OC(C)(C)C)CC2)cc1 (stereo not given)	12	-6	28	-12	4	-7	-15	3	-9
COC(=O)c1cc(C#N)c(NCc2ccc(Cl)cc2Cl)nc1C	-1	-6	-164	3	3	16	-4	-3	-1
Cc1ccc(C(=O)Nc2ccccc2[N+](=O)[O-])cc1S(=O)(=O)N1CCOCC1	18	-4	8	4	8	-4	-2	8	2
O=S(=O)(NCCc1csc(-c2ccccc2)n1)c1ccc2c(c1)OCCO2	2	2	24	-6	14	-10	-11	17	3
Oc1c(Br)cc(/C=N/Nc2ccc(Cl)nn2)cc1Br	25	18	0	-2	18	-13	-4	17	-82
Cc1cccc(-n2nnc(C(=O)NCc3ccccn3)c2N)c1	7	-2	13	-5	0	-8	0	2	1
CN1CCN(C2=Cc3cc(Cl)ccc3Sc3cc(F)ccc32)CC1	24	5	25	-3	46	-6	-15	16	2
CCCCCOC(=O)c1ccc(NC(=O)c2cccc(NC(=O)c3ccccc3C(=O)O)c2)cc1	29	3	-120	5	-6	-6	-1	17	-1
CC(=O)Nc1ccc(S(=O)(=O)Nc2cccc(S(=O)(=O)N(C)c3ccccc3)c2)cc1	3	4	11	12	-27	-12	-10	5	-1
COc1cccc(CN=c2c([N+](=O)[O-])nn(-c3ccccc3C)n2O)c1	-1	-9	13	1	-6	3	-5	-10	0
Cc1c(N2CCCC2)cc2c(c1NC(=O)c1ccccc1Cl)C(C)(C)CC2(C)C	13	4	-9	-7	-17	0	-24	8	-27
CCC1(c2ccccc2)NC(=S)N(c2cccc(C)c2C)N1 (stereo not given)	12	6	8	-3	14	-2	0	-6	0
COc1ccc(OC)c(NC(=O)C2CCCN(S(=O)(=O)c3c(C)nn(C)c3C)C2)c1 (stereo not given)	-13	3	6	4	5	13	-10	-14	2
CCN(CC)S(=O)(=O)c1cc(C(=O)O)ccc1OC	-8	6	7	8	-15	2	-20	-22	0
C=CCNC(=S)Nc1ccc(Cl)cc1	11	3	5	0	-4	1	-13	2	0
CCSc1nnc(NC(=O)C(C(F)(F)F)C(F)(F)F)s1	26	6	12	-4	1	-1	6	4	0
CCc1ccc(NCCC(=O)c2ccc(Br)cc2)cc1	17	6	6	-3	6	-5	-5	-4	-2
CC1(C)OC(=O)N(NCc2ccccc2)C1(C)O (stereo not given)	12	2	19	-1	-6	-7	15	-4	1
CC1(c2nnc(Cc3ccccc3)o2)CC(c2ccc(OC(F)(F)F)cc2)=NO1 (stereo not given)	30	5	6	0	6	-2	5	30	4
CCOc1ccc(CNS(=O)(=O)c2c(C)nc3scc(C)n3c2=O)cc1OC	-7	-5	-25	-10	1	2	-11	0	-1
CCOC(=O)c1cnc(SCC(=O)OCC(=O)NC2CCS(=O)(=O)C2)nc1N (stereo not given)	2	-4	13	-12	-9	-11	-14	3	-1
COc1cc(/C=C2/C(=O)NN(c3ccc(F)cc3)C2=O)cc([N+](=O)[O-])c1O	-70	9	36	8	14	8	8	8	4
COc1ccc(C2/C(=C(/O)c3ccccc3)C(=O)C(=O)N2c2ccccn2)cc1 (stereo not given)	3	5	8	-4	-36	-3	13	-6	7
Cn1cnnc1SCC(=O)Nc1ccc2c(c1)CCC2	13	-9	7	0	2	4	-7	-29	1
CC(C)C(=O)Nc1nnc(SCC(=O)Nc2ccc3c(c2)OCCO3)s1	-7	-5	14	-9	-9	3	-13	7	1
O=C(Cc1cccs1)N(c1ccc(Cl)cc1)C1C=CS(=O)(=O)C1 (stereo not given)	2	-6	8	-6	-1	8	-41	-8	1
O=C(O)c1cccc(S(=O)(=O)N2CCCC(c3nc4c(nnn4Cc4ccccc4Cl)c(=O)[nH]3)C2)c1 (stereo not given)	24	0	6	-2	-12	4	1	11	2
CCCNC(=O)c1ccccc1NC(=O)COc1ccc(OC)cc1	25	2	10	6	-12	0	-3	-16	1
CN(C)CCNC(=O)c1sc2cccc(F)c2c1Cl	-16	-6	-16	-3	-2	0	10	-2	-10
COc1ccc(CNC(=O)C2CCN(S(=O)(=O)c3cccnc3)CC2)cc1	14	-5	1	-24	-19	-6	1	1	1
O=C(Nc1ccc(Cl)cn1)C1CCN(S(=O)(=O)c2cccs2)CC1	16	17	10	-1	-7	1	-6	-4	0
O=C(/C=C/c1cccnc1)c1ccccc1O	10	1	0	0	-2	4	-5	4	1
Cc1cc(C)nc(SC2CC(=O)N(c3ccc(C)c(C)c3)C2=O)n1 (stereo not given)	24	-4	6	1	8	4	-23	-17	1
O=C(CN1C(=O)/C(=C2/SC(=S)N(CCS(=O)(=O)O)C2=O)c2ccccc21)Nc1cccc(C(F)(F)F)c1	21	36*	2	7	16	-2	3	12	0
COc1ccc(/C=N/NC(=O)CN2CCSCC2)c(OC)c1	20	-7	18	1	-4	1	12	11	1
CCN(C(=O)COC(=O)/C=C/c1ccco1)C1CCCCC1	15	2	-5	2	-13	7	-6	-11	-5
Nc1c(C(=O)O)sc2nc(-c3ccccc3)cc(-c3ccc(F)cc3)c12	13	12	-217	-1	-17	-8	-1	3	-34
CN1CCN(c2nc3c(c(=O)n(C)c(=O)n3C)n2Cc2ccc(Cl)cc2)CC1	8	-6	-1	11	3	-10	9	-5	1
CC(C)C(=O)NC(NC(=S)NC1CCS(=O)(=O)C1)C(Cl)(Cl)Cl (stereo not given)	8	4	7	-5	4	-4	-20	0	-1
Cn1c(=O)c2cc(S(=O)(=O)NC(C(=O)NC3CCCCC3)c3ccccc3)ccc2n(C)c1=O (stereo not given)	/	3	-8	/	6	/	/	/	-5
Cc1nn(Cc2ccccc2)c(C)c1C(=O)NCCN1C(=O)S/C(=C\c2ccccc2)C1=O	16	-8	4	-2	27	2	4	-4	2
CCOc1ccc(/C=N/NC(=O)C(=O)NCc2ccco2)cc1	0	-5	-11	2	1	-2	-11	-10	1
CCN(CC(=O)NCc1ccc(F)cc1)C(=O)COc1ccccc1[N+](=O)[O-]	-1	1	11	7	-1	4	-11	-5	2
O=C(COC(=O)CNC(=O)c1ccccc1)Nc1ccc(S(=O)(=O)N2CCOCC2)cc1	8	-6	5	2	-4	-8	-24	-4	1
CCCCNC(=O)N1CCN(C(=O)C2CCCO2)CC1 (stereo not given)	-18	0	5	3	-9	-3	-5	-13	-1
CC1(C)C(=O)Nc2ccccc2N1C(=O)COC(=O)C12CC3CC(CC(O)(C3)C1)C2	13	-1	0	-2	-7	-6	-19	8	-1
CCOC(=O)c1c(NC(=O)/C=C/C(=O)O)sc(C)c1-c1ccc(Cl)cc1	-9	10	-2	-5	-57	-1	-3	18	0
Clc1cccc(/C=N/N2CCN(Cc3ccccc3)CC2)c1	1	-2	10	-4	15	-15	-20	-9	0
Cc1ccccc1-n1c(C)nnc1SCC(=O)NNC(=O)c1ccccc1	-2	-8	13	-7	7	-3	-7	9	2
O=C(O)CS(=O)(=O)CC(=O)O	-20	-6	20	1	-9	2	3	-7	2
Cn1c2ccccc2c(=O)c2c(=O)n(-c3ccc(F)cc3)c(-c3cccs3)nc21	34	68*	-124	20	7	2	-10	13	-7
Cc1ccc(NC(=O)CNC(=O)c2ccc(C)s2)nc1	2	-4	-2	-21	-1	1	-3	3	-1
O=C1/C(=C\c2ccc(Br)cc2)SC(=S)N1NS(=O)(=O)c1ccccc1	0	19	15	-13	8	-6	-4	7	3
N#CCc1nn2c3c(cnc2c1C#N)C(=O)CCC3	6	7	13	9	6	7	27	16	45

One compound at a time, from the list above. Values in the order: NALP3 yeast inh, HKDC1 inhibitor, SENP8 block-1, SENP7 block, PfGluPho inh, SENP8 block-2, SENP6 block, Apaf-1 inh, SENP1 FRET inh
Shown for O=C1/C(=C\c2ccc(Br)cc2)SC(=S)N1NS(=O)(=O)c1ccccc1 = 0, 19, 15, -13, 8, -6, -4, 7, 3
Shown for CCOC(=O)c1c(NC(=O)/C=C/C(=O)O)sc(C)c1-c1ccc(Cl)cc1 = -9, 10, -2, -5, -57, -1, -3, 18, 0
Shown for Cn1c2ccccc2c(=O)c2c(=O)n(-c3ccc(F)cc3)c(-c3cccs3)nc21 = 34, 68*, -124, 20, 7, 2, -10, 13, -7
Shown for CC1(C)C(=O)Nc2ccccc2N1C(=O)COC(=O)C12CC3CC(CC(O)(C3)C1)C2 = 13, -1, 0, -2, -7, -6, -19, 8, -1

(more compounds)
SMILES	NALP3 yeast inh	HKDC1 inhibitor	SENP8 block-1	SENP7 block	PfGluPho inh	SENP8 block-2	SENP6 block	Apaf-1 inh	SENP1 FRET inh
COc1ccccc1CNC(=O)COC(=O)c1ccccn1	4	-5	6	-15	4	-2	-5	2	0
O=C(O)c1cccc(S(=O)(=O)N2CCN(Cc3ccc4c(c3)OCO4)CC2)c1	11	-4	13	-7	-17	-6	-17	7	2
COc1ccc(OC)c(Nc2ncnc3ccc(Br)cc23)c1	25	-3	-8	8	-4	-10	-12	1	0
Cc1[nH]c(=O)[nH]c(=O)c1/C=C/C(=O)O	-2	-3	18	-2	-11	1	0	-10	1
COc1ccc(CN2CCC(C(N)=O)CC2)cc1OCc1ccccc1	13	0	4	-6	3	-7	4	0	1
Nc1nc(N2CCCCC2)nc(N2CCCCC2)n1	4	-10	16	2	-26	-2	-18	13	3
Cc1cc(Cl)ccc1OCC(=O)NNC(=O)c1cccs1	19	-3	2	1	5	5	3	1	1
O=C(c1sccc1-c1ccccc1)N1CCN(S(=O)(=O)c2ccccc2F)CC1	3	0	12	-1	-30	1	1	15	1

Not a hit list; about 4.1% have a hit in one of these screens.
